Source: PubChem BioAssay (National Center for Advancing Translational Sciences (NCATS))
Sm TGR inh: qHTS Assay for the Inhibitors of Schistosoma Mansoni Peroxiredoxins. purified TGR, DTNB reduction, TNB absorbance 405 nm. Schistosoma mansoni thioredoxin glutathione reductase (TGR), Q962Y6. Potency, µM (doses to about 114 µM), inactives show at the top dose activity change, negative = inhibition, usual class: inhibitors. AID 485364, 2010. actives 3% (n = 360,000); note: potency is the fitted concentration of half-maximal effect; nearly all actives have a fitted effect of over 60% in size
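First, TGR (20 nM dispensed) and NADPH were mixed with compound. Second, a 15 min room-temperature incubation followed. Third, further NADPH and then DTNB were added to start the reaction. Finally, TNB absorbance was monitored kinetically.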
HCV inh: qHTS Assay for Inhibitors of Hepatitis C Virus (HCV); AID 651820, 2012; Potency, µM (series often up to 41.8 µM), for inactives: top-dose activity change, negative = inhibition, most hits filed as inhibitors; Huh7.5.1 HCVcc-Cre infection, luciferase reporter, 44 h; actives 3.4% (n = 340,000); note: potency is the fitted concentration of half-maximal effect
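A cell-based infection assay in which seeded cells (1,000 per well) receive test compound after 4 h, are inoculated with HCVcc-Cre at approximately 0.5 moi, and are incubated 44 h before luminescence detection.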
AmpC inh detg: qHTS Inhibitors of AmpC Beta-Lactamase (assay with detergent); P00811; AmpC hydrolysis of nitrocefin, absorbance 480 nm, 0.01% Triton; Potency, µM (doses to about 114 µM), inactives show at the highest dose activity change, negative = inhibition, usual class: inhibitors; actives 0.041% (n = 370,000); AID 485294, 2010;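 note: potency is the fitted concentration of half-maximal effect; 0% = no-compound wells and -100% = no-enzyme wells; nearly all actives have a fitted effect of over 25% in size; some results filed as inactive show a strong effect at the top dose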
Target sequence (P00811 whole entry, looked up): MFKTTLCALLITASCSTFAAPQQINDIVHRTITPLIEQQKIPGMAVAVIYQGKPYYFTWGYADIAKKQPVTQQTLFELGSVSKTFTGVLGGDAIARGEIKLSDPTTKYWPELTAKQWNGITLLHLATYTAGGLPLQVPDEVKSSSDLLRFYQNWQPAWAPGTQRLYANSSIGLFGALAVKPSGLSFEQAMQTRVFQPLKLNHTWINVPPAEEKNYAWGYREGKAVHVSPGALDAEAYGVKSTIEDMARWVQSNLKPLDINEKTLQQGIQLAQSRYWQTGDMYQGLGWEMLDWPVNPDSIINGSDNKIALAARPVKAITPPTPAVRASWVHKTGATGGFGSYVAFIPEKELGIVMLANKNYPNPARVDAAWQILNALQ
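20 mM phosphate pH 7.0 + 0.01% (detergent screen) or 0.0001% Triton X-100; 5.3 nM AmpC reagent; cpd preinc 15 min RT; nitrocefin (800 uM stock) to start; A480 q20 s × 4 min; Activity was normalised to no-enzyme and no-compound control wells.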
Giardia FBPA inh: qHTS Assay for Inhibitors of Fructose-1,6-bisphosphate Aldolase from Giardia Lamblia. purified Giardia FBPA. actives 0.71% (n = 290,000). Potency, µM (doses to about 59.6 µM), for inactives: top-dose activity, negative = inhibition, usual class: inhibitors. A8B2U2; note: potency is the fitted concentration of half-maximal effect; nearly all actives have a fitted effect of over 55% in size
Target sequence (A8B2U2 whole entry, looked up): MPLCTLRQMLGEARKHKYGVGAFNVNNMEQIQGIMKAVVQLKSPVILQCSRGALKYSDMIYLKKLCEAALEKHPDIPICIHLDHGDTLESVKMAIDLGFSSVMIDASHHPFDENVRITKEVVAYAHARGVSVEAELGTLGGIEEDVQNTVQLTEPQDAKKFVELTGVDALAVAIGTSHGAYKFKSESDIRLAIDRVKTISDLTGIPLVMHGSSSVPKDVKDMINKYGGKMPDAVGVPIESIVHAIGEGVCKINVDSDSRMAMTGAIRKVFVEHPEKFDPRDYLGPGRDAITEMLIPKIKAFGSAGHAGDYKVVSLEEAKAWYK
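40 nM FBPA preincubated 10 min at RT with compound (up to 57.5 uM final), then substrate plus GAPDH/TPI/NAD/arsenate coupling and diaphorase/resazurin added. Fluorescence read after 20 min at RT, 525/598 nm.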
AMA1-RON2 inh: qHTS for Inhibitors of AMA1-RON; Towards Development of Antimalarial Drug Lead: Primary Screen; Plasmodium falciparum AMA1 (3D7) - RON2 peptide interaction; AlphaScreen AMA1-biotinylated RON2 peptide binding; Potency, µM (doses to about 58.2 µM), for the others: at the top dose activity change, negative = inhibition, hits mostly inhibitors; actives 0.2% (n = 360,000);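 note: potency is the fitted concentration of half-maximal effect; 0% = vehicle wells and -100% = peptide control; nearly all actives have a fitted effect of over 45% in size; some results filed as inactive show a strong effect at the top dose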
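AMA1 (3D7) with his tag at 25 nM final met compounds first, then biotinylated RON2 peptide at 25 nM; detection used donor plus acceptor beads, 10 µg/mL apiece, read by AlphaScreen after 30 min at room temperature.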
HCMV antiviral: qHTS Assay for inhibitors of the human cytomegalovirus (HCMV); HFF cells, HCMV-luciferase reporter, 72 h; hits give low values; activity change, negative = inhibition, % at 57.5 µM; actives 4.5% (n = 410,000); AID 1259415, 2018; in the data active = activity change below about -60%; inconclusive = no clear call, values can overlap the other calls; inactive = above about -39%
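Cell-based, HFFs, 1000 cells/well, 16 h 37C; cpds in DMSO + HCMV-luc, MOI 1 PFU/cell; 72 h 37C; OneGlo luminescence after 5 min RT; norm. to buffer vs Salinomycin 10uM.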
Starred values were filed as active, the others as inactive; u = inconclusive; x = no result given; & = joins results of further samples; [ ] = another dose, or the depositor's remark. Unless noted, calls come from the whole dose curve; as a rule, active = well fitted curve in the direction sought with a large enough effect; inconclusive = small, poorly fitted or top-dose-only effect, or another doubt; inactive = no such curve, though single readings can be large; an effect the other way counts as inactive or inconclusive. Unless noted, % is set by controls: 0 for no effect and ±100 for the full control effect.

SMILES | Sm TGR inh | HCV inh | AmpC inh detg | Giardia FBPA inh | AMA1-RON2 inh | HCMV antiviral
CN(C)CCCNc1ncnc2oc(-c3ccccc3)c(-c3ccccc3)c12 | 12% | 3.5µM* | -8% | 2% | -7% | u
COc1ccccc1C1NC=C([N+](=O)[O-])C=C1[N+](=O)[O-] (stereo unspecified) | u | u | -6% | u | -26% | -7
COc1ccc(N=Nc2cnc(C)nc2-c2ccccc2)cc1 | -14% | -10% | 1% | -4% | u | 22
Cc1ccc(NC(=O)N2CCCC2C(=O)NCC2CCCCC2)cc1 (stereo unspecified) | 4% | -14% | -4% | x | -10% | -15
CCc1nnc(NC(=O)CS(=O)(=O)c2ccccc2)s1 | 24% | -1% | 1% | -21% | -6% | 2
CC1CCN(c2nc3c(N)ncnc3n2[C@@H]2O[C@H](CO)[C@@H](O)[C@H]2O)CC1 | 2% | 7% | -12% | 0% | -11% | 42
Cc1ccnc(NC(=O)c2cc3ccccc3oc2=O)c1 | 6% | 2% | -7% | 2% | 1% | -5
Cc1ccc(-n2ncc3c(NCCCc4ccccc4)ncnc32)cc1C | -4% | x | 2% | x | x | -4
COc1ccc(Nc2nc(-c3cccc([N+](=O)[O-])c3)nc3ccccc23)c(OC)c1 | 3% | -11% | 4% | 3% | -8% | -6
CCOC(=O)c1cnc(-n2nc(C)cc2C)nc1Nc1ccc(N(C)C)cc1 | -1% | u | -15% | 5% | u | -5
N#Cc1ccc(N2CCc3ccccc3C2)c([N+](=O)[O-])c1 | -1% | -19% | -8% | -4% | -27% | u
CCNc1ccc(S(=O)(=O)C(F)(F)F)cc1NC(=O)C12CCC(CC1)C2 | 1% | 23%&15% | 0% | 7% | 6% | -10
CN(C)/C=C(\C(=O)c1cccc(Cl)c1)c1nnnn1-c1ccccc1 | 2% | 9% | 0% | 4% | 20% | 6
CCOC(=O)c1c(C)oc2nc(C)nc(N3CCN(c4cc(Cl)ccc4C)CC3)c12 | 5% | x | 18% | x | x | 0
O=C1CC(N2CCN(c3ccccn3)CC2)C(=O)N1CC(c1ccccc1)c1ccccc1 (stereo unspecified) | 7.1µM* | u | u | -5% | -28% | 25
CCCOc1ccc(-c2nnn(CC(=O)N3CCCC(C)C3)n2)cc1 (stereo unspecified) | -1% | u | 2% | 1% | 0% | -40
O=C(CSc1nnc(-c2ccc(S(=O)(=O)N3CCOCC3)cc2)o1)c1ccccc1F | 5% | 7% | -10% | 5% | -8% | 10
CC(C)Sc1ccccc1C(=O)Nc1ccc2c(c1)n(C)c(=O)n2C | 2% | u | -13% | 2% | 6% | -30
Cc1ccc(C(=O)C2OC(=O)C(C)(C)C(=O)C2(C)C)cc1 (stereo unspecified) | 5% | 18% | -7% | 4% | -3% | 44
OCCCn1c(-c2ccccc2)nc(=S)c2c1CCCC2 | u | 10% | -6% | u | 25% | -5
O=C(O)c1nn(-c2cccc(Cl)c2)c(=O)cc1O | x | 6% | -11% | u | 33%[activator] | u
O=C(C[n+]1ccccn1)c1ccccc1 | -11% | -4% | -13% | -17% | -10% | 54
O=C(C1CCCCC1)N1CCc2ccccc21 | -1% | 2% | -13% | -2% | -1% | -6
COC(=O)CN(C(=S)Nc1ccc(F)cc1)C1CC(=O)N(c2ccccc2)C1=O (stereo unspecified) | -1% | 18% | -9% | -3% | -11%[11.6 µM] | -3
CCN1CCN(C(=O)c2ccc3c(c2)N(Cc2ccccc2)C(=O)c2ccccc2S3(=O)=O)CC1 | -11%&-8% | -25% | -11%&-9% | 16% | -4% | 8&-9
More entries follow.
SMILES | Sm TGR inh | HCV inh | AmpC inh detg | Giardia FBPA inh | AMA1-RON2 inh | HCMV antiviral
Cc1cc(C)c(C2=CSC3=NS(=O)(=O)CCN23)c(C)c1 | 3% | -11% | -9% | -21% | -10% | 28
O=C(N/N=C/c1c[nH]c2ccccc12)c1ccc([N+](=O)[O-])cc1Cl | 6% | -11% | 10% | -3% | 0% | x
COc1ccc(OC)c(Nc2nc(NCc3ccco3)nc(N)c2[N+](=O)[O-])c1 | -10% | -35% | -6% | 6% | -3% | u
Cc1ccc(-c2nc3cc(Cl)ccc3o2)cc1NC(=O)c1cc([N+](=O)[O-])ccc1N1CCOCC1 | 23% | x | -1% | x | x | 33
CCN(C(=O)CSc1cc(C)c2ccccc2n1)c1c(N)n(Cc2ccccc2)c(=O)[nH]c1=O | -9% | u | -2% | -4% | 2% | u
c1ccc(CN2CCC3(CC2)Nc2ccccc2CO3)cc1 | 3% | -3% | -8% | -9% | 18% | 0
c1csc(Cc2nc3ccccc3[nH]2)c1 | 3% | 6% | -4% | -12% | 3% | 125
CCOc1ccc(CN2CCN(C3CCC3)CC2CCO)cc1 (stereo unspecified) | 13µM* | -2% | -5% | -3% | -10% | -6
COc1cccc(NC(=O)CS(=O)(=O)Cc2nc(-c3ccc(C)cc3)oc2C)c1 | -26% | u | u | -1% | -2% | -23
Cc1cc(N/N=C/c2ccc(Cl)cc2)nc(NCc2ccccc2)n1 | 1% | 35µM* | -12% | 2% | -27% | -13
CC(=O)n1nc(-c2cccnc2)nc1NCc1ccc(F)cc1 | 10% | x | 19% | x | x | 0
CCOC(=O)Cn1c(=O)c(-c2ccccc2NCc2ccccc2)nc2ccccc21 | x | u | x | x | u | 38
CCc1nnc(NC(=O)CSc2nnc(C)n2CC2CCCO2)s1 (stereo unspecified) | 10% | 10% | 1% | -7% | 6% | 14
Cc1ccc(C(C)C)c(OCC(=O)OCc2c(C)noc2C)c1 | -2% | 4% | u | -4% | 27% | 18
CNc1cc(C)c(C#N)c2nc3ccccc3n12 | -4% | -15% | 3% | -2% | 4% | 3
O=C(COC(=O)c1ccc2c(c1)C(=O)N(Cc1ccncc1)C2=O)Nc1cccc2ccccc12 | x | 24% | -5% | 0% | -4% | -37
Cc1ccc(C2CC3CCC(C2)N3Cc2ccccc2F)cc1 (stereo unspecified) | -12% | u | -19% | -27% | 4% | -33
O=C(O)c1ccccc1C(=O)Nc1ccc(-c2csc(-c3ccccc3)n2)cc1 | 5% | u | 2% | 8% | -21% | -10
Cc1ccc(CCNC(=O)C2CCCN(S(=O)(=O)c3cccs3)C2)cc1 (stereo unspecified) | 1% | -27% | u | -6% | 35%[activator] | -29
Cc1nc2ccccc2c(=O)n1NC(=O)Nc1ccccc1 | 6% | 10% | -1% | 3% | -2% | 3
COc1ccc2oc(C(=O)NCCN3CCOCC3)c(C)c2c1OC | 9% | x | 4% | x | -1% | 10
CCCNC(=O)c1onc(CSc2ccc(Cl)cc2)c1C(=O)NCC1CC1 | 5% | u | 0% | x | 63%[activator] | 21
CC(/C=N/n1c(-c2cccnc2)n[nH]c1=S)=C\c1ccco1 | 40µM* | -4% | -6% | -4% | 51%[activator] | u
Cc1nn(CC(=O)NC2CCCCC2)c(=O)c2cc3cc(F)ccc3n12 | -9% | x | 2% | x | x | 9
CCOC(=O)c1sc2nc(C3CC3)cc(-c3ccc(F)cc3)c2c1N | 12% | -25% | u | 0% | 3% | 8

Next part; the last 6 above are carried over.
SMILES | Sm TGR inh | HCV inh | AmpC inh detg | Giardia FBPA inh | AMA1-RON2 inh | HCMV antiviral
Cc1nc2ccccc2c(=O)n1NC(=O)Nc1ccccc1 | 6% | 10% | -1% | 3% | -2% | 3
COc1ccc2oc(C(=O)NCCN3CCOCC3)c(C)c2c1OC | 9% | x | 4% | x | -1% | 10
CCCNC(=O)c1onc(CSc2ccc(Cl)cc2)c1C(=O)NCC1CC1 | 5% | u | 0% | x | 63%[activator] | 21
CC(/C=N/n1c(-c2cccnc2)n[nH]c1=S)=C\c1ccco1 | 40µM* | -4% | -6% | -4% | 51%[activator] | u
Cc1nn(CC(=O)NC2CCCCC2)c(=O)c2cc3cc(F)ccc3n12 | -9% | x | 2% | x | x | 9
CCOC(=O)c1sc2nc(C3CC3)cc(-c3ccc(F)cc3)c2c1N | 12% | -25% | u | 0% | 3% | 8
Cc1cccc(N(CC(=O)Nc2ccccc2F)S(C)(=O)=O)c1 | -1% | 0% | 1% | 1% | 14% | 7
COCCCn1c(SCC(=O)Nc2nc3ccccc3s2)nnc1-c1ccoc1C | -10% | -9% | -7% | 1% | 6% | -40
CC(=O)C(C)Oc1ccc2c3c(c(=O)oc2c1)CCCCC3 (stereo unspecified) | 6% | 35µM* | -1% | -9% | -2% | 4
COc1ccc(NC(=O)N(C)C[C@H]2Oc3c(NS(=O)(=O)c4cccs4)cccc3C(=O)N([C@H](C)CO)C[C@@H]2C)cc1 | x | 3% | x | x | -3% | 9
CCCC(=O)Nc1ccc2nc(SCCOc3ccccc3)sc2c1 | 1% | x | -2% | x | x | -60*
O=C(CSc1nnc(-c2cccc(F)c2)o1)N1CCCC1 | 9% | 12% | -4% | x | 15% | -35
CC(=O)Nc1ccc(S(=O)(=O)NCCSCc2ccc(Cl)cc2Cl)cc1 | 23% | u | -1% | 0% | 2% | -67*
CC(C)c1ccccc1NC(=S)NCc1nc2ccccc2[nH]1 | -8% | 18% | -7% | 6% | 20% | -5
CC1CCN(S(=O)(=O)c2cccc(C(=O)NC3CCCCC3)c2)CC1 | 5% | u | 6% | -7% | -4% | 8
Cn1nc2sc3ccccc3n2c(=O)c1=O | 15% | 12% | -13% | 11% | -3% | 65

Rewritten with two lines to a compound: 6 of the compounds above
The line under a structure holds: Sm TGR inh | HCV inh | AmpC inh detg | Giardia FBPA inh | AMA1-RON2 inh | HCMV antiviral
Cn1nc2sc3ccccc3n2c(=O)c1=O
    15% | 12% | -13% | 11% | -3% | 65
CC(=O)Nc1ccc(S(=O)(=O)NCCSCc2ccc(Cl)cc2Cl)cc1
    23% | u | -1% | 0% | 2% | -67*
COc1ccc(NC(=O)N(C)C[C@H]2Oc3c(NS(=O)(=O)c4cccs4)cccc3C(=O)N([C@H](C)CO)C[C@@H]2C)cc1
    x | 3% | x | x | -3% | 9
O=C(CSc1nnc(-c2cccc(F)c2)o1)N1CCCC1
    9% | 12% | -4% | x | 15% | -35
Cc1cccc(N(CC(=O)Nc2ccccc2F)S(C)(=O)=O)c1
    -1% | 0% | 1% | 1% | 14% | 7
CC(=O)C(C)Oc1ccc2c3c(c(=O)oc2c1)CCCCC3 (stereo unspecified)
    6% | 35µM* | -1% | -9% | -2% | 4
